High-throughput results from PubChem.
BLM inh: inhibitors of human Bloom syndrome helicase BLM. recombinant BLM DNA unwinding, fluorescence dequenching. Potency, µM (titrated, usually from 56.1 µM), for inactives: at the highest dose activity change, negative = inhibition, usual class: inhibitors. hit rate 0.2% among 350,000. AID 2528;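 also: potency is read from the fitted curve at half-maximal effect; plate controls were vehicle for no effect and no enzyme for full effect; nearly all actives have a fitted effect of over 35% in size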
RXFP1 antag: antagonists of human relaxin receptor RXFP1 | Q9HBX9 | HEK293-RXFP1, relaxin-stimulated cAMP HTRF, 30 min; stronger effect = lower value | activity change, negative = inhibition, % at 57.5 µM | hit rate 0.59% among 350,000 | AID 1259400;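 active = activity change of -60% or lower, but not beyond a set lower limit; inconclusive = change between -60% and -40%, or beyond the set limit; inactive = change above -40%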; also: % is scaled to controls: 0 for no effect and ±100 for the full control effect
Pol iota inh: inhibitors of human DNA polymerase iota; Q9UNA4; Pol iota fluorescent replication assay, 10 min; Potency, µM (top dose mostly 115 µM), without a hit: at the highest dose activity, negative = inhibition, actives largely listed as inhibitors; hit rate 1% among 390,000; also: potency is read from the fitted curve at half-maximal effect
Target sequence (Q9UNA4 whole entry, looked up): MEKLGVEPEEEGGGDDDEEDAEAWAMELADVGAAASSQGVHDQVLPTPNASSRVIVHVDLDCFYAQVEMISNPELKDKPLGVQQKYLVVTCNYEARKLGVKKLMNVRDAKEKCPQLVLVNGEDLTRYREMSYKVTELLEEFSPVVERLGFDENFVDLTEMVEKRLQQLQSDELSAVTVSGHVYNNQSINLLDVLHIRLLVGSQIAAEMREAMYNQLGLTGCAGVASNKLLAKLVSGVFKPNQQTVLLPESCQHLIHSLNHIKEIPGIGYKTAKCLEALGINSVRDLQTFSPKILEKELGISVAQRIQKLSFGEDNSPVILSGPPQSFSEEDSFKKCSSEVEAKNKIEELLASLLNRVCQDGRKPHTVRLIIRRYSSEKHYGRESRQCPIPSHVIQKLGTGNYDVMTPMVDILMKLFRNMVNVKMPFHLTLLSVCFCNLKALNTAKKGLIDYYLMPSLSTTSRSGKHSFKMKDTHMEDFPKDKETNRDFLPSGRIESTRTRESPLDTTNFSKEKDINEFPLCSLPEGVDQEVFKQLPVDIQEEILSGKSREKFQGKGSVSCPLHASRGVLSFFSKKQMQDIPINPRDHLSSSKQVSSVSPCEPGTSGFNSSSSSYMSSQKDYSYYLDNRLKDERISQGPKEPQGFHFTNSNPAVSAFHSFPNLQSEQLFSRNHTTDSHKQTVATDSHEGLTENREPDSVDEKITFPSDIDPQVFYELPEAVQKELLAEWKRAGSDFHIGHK
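Fluorescent replication assay read twice, at 0 min and 10 min after adding 50 nM (final) substrate. Enzyme (10 nM) and compounds were first incubated 15 min at room temperature; enzyme-free buffer wells were negative controls.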
Pol eta inh: DNA polymerase eta (human) inhibition. recombinant Pol eta, fluorescent DNA replication assay. Potency, µM (titrated, usually from 114 µM), for the others: top-dose activity change, negative = inhibition, usual class: inhibitors. hit rate 1.2% among 390,000. AID 588591; also: potency is read from the fitted curve at half-maximal effect; % is scaled to controls: 0 for no effect and ±100 for the full control effect
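Fluorescent replication assay: 50 nM final substrate added after a 15 min room-temperature compound preincubation with 10 nM enzyme. Signal taken at 0 min and again at 10 min.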
Apoferritin bind: candidate novel general anesthetic via apoferritin binding; P02791; apoferritin/1-aminoanthracene competitive binding, fluorescence; Potency, µM (doses to about 77.5 µM), inactives show at the top dose activity change, negative = displacement, usual class: inhibitors; hit rate 0.074% among 350,000; AID 485281; also: potency is read from the fitted curve at half-maximal effect; % is scaled to controls: 0 for no effect and ±100 for the full control effect; nearly all actives have a fitted effect of over 20% in size
Target sequence (P02791 2-175 limits assumed): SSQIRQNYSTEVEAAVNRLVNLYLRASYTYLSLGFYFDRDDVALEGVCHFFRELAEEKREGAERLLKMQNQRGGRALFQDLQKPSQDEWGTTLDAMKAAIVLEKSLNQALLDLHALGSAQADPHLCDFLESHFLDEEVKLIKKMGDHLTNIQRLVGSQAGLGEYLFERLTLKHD
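Apoferritin-based anesthetic binding model; compound displacement of fluorescent 1-AMA measured as endpoint fluorescence after 10 minutes at room temperature, scaled to free-ligand and complex controls.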
APEX1 inh: inhibitors of human APE1 endonuclease | P27695 | recombinant APE1, TAMRA/BHQ-2 abasic DNA cleavage fluorescence | Potency, µM (highest dose often 65.8 µM), for inactives: at the top dose activity change, negative = inhibition, most hits filed as inhibitors | hit rate 0.35% among 350,000 | AID 2517;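 also: potency is read from the fitted curve at half-maximal effect; plate controls were vehicle for no effect and reference inhibitor for full effect; nearly all actives have a fitted effect of over 55% in size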
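Activity was derived from the fluorescence gain between first and third kinetic reads (60 s intervals, ex 525/em 598 nm) after 50 nM THF-abasic TAMRA/BHQ-2 duplex was added to 0.75 nM APE1 preincubated 15 min with compound.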
Pol beta inh: inhibitors of human DNA polymerase beta | Pol beta primer extension/strand displacement, fluorescence kinetic | P06746 | hit rate 1.3% among 340,000 | Potency, µM (titrated, usually from 114 µM), for the others: at the highest dose activity change, negative = inhibition, usual class: inhibitors; also: potency is read from the fitted curve at half-maximal effect; % is scaled to controls: 0 for no effect and ±100 for the full control effect
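Pol beta (10 nM) was preincubated with compound for 15 min at room temperature. The reaction was then started with 50 nM substrate and read immediately and after a further 10 min at room temperature.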
POLK inh: blocks human DNA polymerase kappa activity; Potency, µM (series often up to 107 µM), for inactives: at the top dose activity, negative = inhibition, actives largely listed as inhibitors; purified Pol kappa, fluorescent DNA synthesis assay, 10 min; hit rate 0.53% among 400,000; also: potency is read from the fitted curve at half-maximal effect; % is scaled to controls: 0 for no effect and ±100 for the full control effect
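First, compounds were pin-transferred onto 10 nM Pol kappa. After 15 min at room temperature, substrate was added to 50 nM final. Fluorescence was then measured kinetically at 0 and 10 min.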
Tb PGK inh: inhibitors of T. brucei phosphoglycerate kinase. PGK/GAPDH coupled, Kinase-Glo luminescence, 60 min. Potency, µM (highest dose often 57.5 µM), inactives show top-dose activity change, negative = inhibition, usual class: inhibitors. hit rate 0.043% among 380,000. AID 602233; also: potency is read from the fitted curve at half-maximal effect; % is scaled to controls: 0 for no effect and ±100 for the full control effect; nearly all actives have a fitted effect of over 60% in size
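Luminescent ATP detection (Kinase-Glo Plus) follows a 60-minute room-temperature incubation, with wells lacking PGK as controls. Buffer: 100 mM TEA (pH 7.6), 5 mM MgCl2, 0.01% Tween-20. Coupling enzyme GAPDH (100 nM final) supplies unstable 1,3-BPG in-well.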
* marks the source's active call; other numbers are inactive results; i = inactive; ? = inconclusive; · = no result given; & = joins results of further samples; [ ] = another dose, or the depositor's remark. Unless noted, calls follow the shape of the dose curve; as a rule, active = well fitted curve in the direction sought with a large enough effect; inconclusive = small, poorly fitted or top-dose-only effect, or another doubt; inactive = no such curve, though single readings can be large; an effect the other way counts as inactive or inconclusive. An excerpt (hit frequency here may not be typical).

BLM inh	RXFP1 antag	Pol iota inh	Pol eta inh	Apoferritin bind	APEX1 inh	Pol beta inh	POLK inh	Tb PGK inh	structure
0%	·	-11%	-2%	-5%	·	-21%	-19%	3%	O=C(Cn1nnc(-c2cccc(C(F)(F)F)c2)n1)NCc1ccc(F)cc1
-7%	-24	77%[activator]	-9%	78%[activator]	9%	2%	-7%	-2%	CCc1ccc(NC(=S)N(CCN2CCOCC2)Cc2ccccc2F)cc1
-9%	-28	28%	-21%	-5%	·	5%	-4%	8%	O=C(C1CCN(S(=O)(=O)c2ccc(Br)s2)CC1)N1CCN(c2cccc(C(F)(F)F)c2)CC1
-8%	-2	25%	-8%	-13%	-1%	18%	-10%	i	Cc1c(C(=O)OCC(=O)Nc2c(C)n(C)n(-c3ccccc3)c2=O)oc2ccccc12
-12%	7	?	-13%	?	-2%	-29%	-6%	-14%	CC(=O)Oc1ccc(N(C(C)=O)S(=O)(=O)c2cccs2)c2ccccc12
2%	-3	150%[activator]	1%	0%	-2%	-6%	-6%	1%	CC(=O)Nc1ccc(S(=O)(=O)C(C#N)c2nc3ccccc3nc2NCCN2CCOCC2)cc1 (stereo not drawn)
2%	-16	30%[activator]	-8%	-14%	·	26%	-43%	-6%	Cc1cccc(NC(=O)c2sc3nc4c(cc3c2N)CN(C(C)C)CC4)c1
-6%	-15	79µM*	-21%	-7%	·	7%	?	12%	O=c1c(S(=O)(=O)c2ccc(Cl)cc2)cn(Cc2ccc(F)cc2)c2ccc(F)cc12
0%	-5	-8%	-7%	0%	29%	19%	-4%	-3%	C=C1CCC(OC(C)=O)C2(C)CCC3C(C)C(=O)OC3C12O (stereo not drawn)
-4%	-18	91%[activator]	-13%	-10%	-1%	2%	-8%	-10%	CC(=O)NC(=S)Nc1sc2c(c1C(N)=O)CCC(C)C2 (stereo not drawn)
1%	-12	49%[activator]	-10%	-6%	-4%	1%	-7%	-1%	Cc1ccc(-c2nn(-c3cccc(F)c3)cc2CNCCc2ccncc2)o1
-2%	39	20%	-21%	7%	·	7%	-4%[60.1 µM]	-8%	O=C(Nc1ccc(C(=O)OCc2cc(=O)n3c4c(sc3n2)CCCC4)cc1)c1ccccc1
-3%	-16	-12%	-9%	-12%	-2%	5%	-1%	-2%	COCCNC(=O)c1cc2oc3ccccc3c2n1C
-4%	·	-1%	-15%	-7%	3%	14%	11%	-10%	COc1ccc(-n2c(SCC(=O)Nc3ccccc3)nc3c(c2=O)SCC3)cc1
-8%	-4	87%[activator]	-13%	-15%	-3%	24%	1%	i	Cc1nn(CCOc2cccc(Br)c2)c(C)c1[N+](=O)[O-]
·	·	6%&6%	3%	·	-4%	·	7%&1%	-3%	C[C@@H]1NS(=O)(=O)[C@H]2C[C@@H]3C=C[C@]2(O3)[C@H]1OC(=O)c1ccccc1Br
2%	-3	-4%	-6%	-7%	-4%	0%	-4%	4%	O=C(Nc1ccccc1SCC1CSc2nc3ccccc3c(=O)n21)c1ccccc1Cl (stereo not drawn)
-2%	-4	0%	-6%	-10%	·	37%	-13%	9%	Cc1cc(S(=O)(=O)Nc2cccc(C(=O)O)c2)c(C)c(S(=O)(=O)c2ccccc2)c1
-14%	3	68%[activator]	?	-11%	0%	-11%	-11%	-2%	Cc1cccc2c(C(=O)Nn3cnnc3)cc(-c3ccccc3Cl)nc12
-4%	3	27%	-11%	-1%	-2%	1%	-10%	-3%	COc1ccc(S(=O)(=O)N2CCCOC2CNC(=O)C(=O)NCc2ccncc2)cc1 (stereo not drawn)
3%	7	11%	-16%	-6%	-3%	-1%	-11%	0%	Cc1cc(C)nc(NS(=O)(=O)c2ccc(NC(=O)C3CC(=O)N(c4ccccc4)C3)cc2)n1 (stereo not drawn)
-5%	·	18%	-16%	?	·	9%	0%	i	CC(=O)c1cccc(NC(=O)Cn2nc(C(F)(F)F)c3c2CCC3)c1
-4%&-3%	23&-15	-8%&11%	-1%&-24%	1%&-15%	-10%	21%&5%	-5%&2%	i	COc1ccc(C(=O)Nc2nnc(S(=O)(=O)N3CCC(C)CC3)s2)cc1OC
0%	-10	12%	4%	-7%	-3%	24%	-2%	·	CC(C)Oc1ccc(C(=O)N2CCCC2C(=O)O)cc1 (stereo not drawn)
-1%	2	134%[activator]	-20%	-6%	0%	4%	-4%	2%	CCOC(=O)CSc1ccc(C(=O)N2CCN(C)CC2)cc1[N+](=O)[O-]
-1%	-26	7%	-2%	1%	43%	11%	1%	-4%	CCOC(=O)N1CCN(CC(=O)c2ccc(O)c(C)c2O)CC1
-8%	-20	-18%	-17%	?	-1%	0%	-13%	-5%	CCOc1ccc(-c2[nH]ncc2-c2ccc(OC)c(OC)c2)c(O)c1
-7%	5	?	?	?	12%	?	-22%	-2%	C1CCC(c2nn3c(-c4n[nH]c5c4CCC5)nnc3s2)CC1
-8%	16	11%	1%	?	-8%	-2%	-9%	2%	S=c1nc(SCc2ccccc2)[nH]c2ccccc12
-5%	-5	1%	-5%	-9%	-4%	3%	-17%	-7%	CCN(CC)C(=O)c1sc(N)c(C(=O)OC(C)C)c1C
0%	1	16%	-1%	-2%	1%	-1%	-4%	9%	COc1ccc(NC2=NC(=S)N(c3ccc(C)cc3)C23CCCCC3)cc1
-6%	·	-7%	-16%	?	-2%	1%	2%	2%	CCCNC(=O)c1ccc(N2CCC3(CC2)CC(c2cccc(Br)c2)=NO3)c([N+](=O)[O-])c1
-11%	5	23%	-1%	-17%	2%	-11%	0%	-18%	COc1ccc(OC(=O)Nc2ccccc2)cc1
-4%	4	-5%	-16%	8%	71%	3%	-2%	·	CCOc1ccc(-n2c(C)c(C(C)=O)c3cc(O)ccc32)cc1
3%	·	?	-20%	4%	7%	9%	10%	i	C=C1C(=O)[C@@]23[C@H](O)C[C@@H]4C(C)(C)CC[C@H](O)[C@@]4(C)[C@@H]2CC[C@@H]1[C@H]3O
·	·	?	-20%	·	·	·	-10%	-8%	COc1ccc(CNCCS(=O)(=O)NCc2ccc(OC)cc2)cc1
·	-16	17%	-7%	·	-11%	·	-1%	6%	O=C(NCc1ccncc1)c1cccc(S(=O)(=O)Nc2ccc(SC(F)F)cc2)c1
-9%	·	?	?	-7%	3%	-1%	-10%	i	Cc1nn(-c2ccccc2)c(/N=C/c2ccc(O)cc2)c1-c1ccccc1
3%	11	29%	-18%	?	-3%	-2%	-8%	-8%	COc1cccc(CC(=O)N2CCCC(CO)(Cc3ccc(F)cc3F)C2)c1 (stereo not drawn)
-10%	-18	-9%	-24%	-2%	8%	10%	-11%	i	Cc1ccc(-c2noc(CNC(=O)COc3ccccc3C)n2)cc1
-6%	-5	18%	-15%	3%	·	-3%	-9%[60.1 µM]	i	O=C(NCC(c1ccc2c(c1)OCO2)N1CCN(c2ccccc2)CC1)C(=O)Nc1cccc(F)c1 (stereo not drawn)
-6%	3	-12%	2%	-11%	-2%	?	2%	-6%	O=C(Cn1cnc(Cl)c1Cl)c1ccccc1
-2%	3	-7%	9%	4%	1%	-6%	-22%	-6%	Cc1ccc(S(=O)(=O)N2CCOC2CNC(=O)C(=O)NCCc2ccccc2)cc1 (stereo not drawn)
-13%	1	-4%	?	-6%	2%	-10%	-4%	-4%	CCN(CC)S(=O)(=O)c1ccc2c(c1)nc(CCC(=O)Nc1ccc3c(c1)OCO3)n2C
·	3	11%	-21%	·	15%	·	-1%	-6%	Cc1ccccc1-c1nnc(SCC(=O)NCC2CCCO2)o1 (stereo not drawn)
·	·	27%&12%	-18%	·	0%	·	-3%&-1%	11%	O=C1CCN(Cc2ccccc2)S(=O)(=O)c2ccc(C(F)(F)F)cc21
-4%	0	3%	-15%	-3%	19%	30%	-3%	-8%	CNS(=O)(=O)c1cccc(C(=O)Nc2cccnc2)c1
-11%	·	11%	-15%	-15%	-30%	-1%	-9%	-3%	CCOc1ccc(C(=O)Nc2ccc3c(c2)C(=O)NC3=O)cc1
-1%	4	13%	1%	4%	7%	-1%	-4%[60.1 µM]	-4%	CCOC(=O)c1c(C)n(OCc2ccccc2)c2ccc3c(no[n+]3[O-])c12
0%	-1	22%	?	-17%	0%	29%	-12%	4%	O=C(c1ccccc1)N1CCN(c2ccc([N+](=O)[O-])c(NCc3cccnc3)c2)CC1
-3%	30	?	-9%	44%[activator]	-5%	0%	-12%	·	Cc1ccc(C(=O)/C=C/c2ccc3c(c2)OCO3)o1
·	-5	21%	-1%	·	19%	·	-8%	i	CCN(C(=O)COC(=O)c1ccc2c(c1)OCO2)c1ccc(F)cc1
-10%	-29	0%	-21%	-17%	8%	1%	-7%	-3%	CC(C)c1nc(SCC(=O)Nc2ccc3c(c2)OCO3)n[nH]1
1%	-2	3%	-10%	-15%	-5%	16%	6%	-8%	CCn1ccnc1C(O)c1ccc(N(C)C)cc1 (stereo not drawn)
-1%	-1	22%	-17%	-5%	·	-23%	-3%	-2%	CCN(Cc1ccccc1)C(=O)C(CC(C)C)NS(=O)(=O)c1ccc2c(c1)CCN2C(C)=O (stereo not drawn)
-5%	·	18%	-12%	-12%	·	0%	-20%	-5%	CCCCN(CCCC)C1=C(C(=O)c2ccccc2)N(CC)S(=O)(=O)c2ccccc21
